F-actin modifier = alters cytoskeleton assembly in HUVEC cells | inhibition, % at 2 µM | actives 0.18% (n = 91,000) | AID 836 | HUVEC TNFa F-actin phalloidin imaging, high content;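 active means inhibition above the batch mean plus 3 SD and confirmed as a hit by visual image inspection, cut at about 30% in these data, passing the limit was not always enough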; further: strong numbers were not always called active
HUVEC tox IL1B = HUVEC cytotoxicity counter-screen, IL-1B stimulated | cell count reduction, % at 2 µM | actives 0.41% (n = 94,000) | AID 845 | HUVEC cell count loss, Hoechst imaging;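 active means cell count reduction more than 3 SD above the screen-wide mean, cut at about 70% in these data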;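 further: normalized per plate to untreated control cells as the no-loss baseline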
HUVEC tox TNFa = toxic to HUVEC cells under TNF alpha stimulation. AID 848. HUVEC TNFalpha-stimulated, Hoechst cell count, imaging. actives 0.17% (n = 93,000). cell count reduction, % at 2 µM;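 active means cell count reduction exceeding the screen mean by over 5 SD, scaled to untreated wells per plate, cut at about 78% in these data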;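 further: cells counted after 24 h of TNF alpha exposure following the 1 h pretreatment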
PLK1 kinase inh = inhibitors of human PLK1 kinase. P53350. actives 0.53% (n = 97,000). inhibition, % at 10 µM. recombinant PLK1 kinase, TR-FRET peptide phosphorylation. AID 619;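 active means inhibition of 50% or more in the single-concentration screen; inactive means inhibition below 50%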;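 further: 0% = DMSO max control and 100% = H-89 dihydrochloride min control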
DAT uptake mod = changed human dopamine transporter uptake under cocaine IC80 | Q01959 | AID 449768 | LLC-PK1 hDAT cells, [14C]-dopamine uptake with cocaine IC80; actives deviate in either direction | actives 1.3% (n = 110,000) | B-score at 10 µM;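 active means Z score or B-score, a plate-position-corrected score, falls beyond the plate's 99.7% confidence bounds, in either direction; inactive means both scores lie inside the 99.7% bounds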;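 further: scored against the spread of the other compound wells on the same plate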
Target sequence (Q01959 whole entry, looked up): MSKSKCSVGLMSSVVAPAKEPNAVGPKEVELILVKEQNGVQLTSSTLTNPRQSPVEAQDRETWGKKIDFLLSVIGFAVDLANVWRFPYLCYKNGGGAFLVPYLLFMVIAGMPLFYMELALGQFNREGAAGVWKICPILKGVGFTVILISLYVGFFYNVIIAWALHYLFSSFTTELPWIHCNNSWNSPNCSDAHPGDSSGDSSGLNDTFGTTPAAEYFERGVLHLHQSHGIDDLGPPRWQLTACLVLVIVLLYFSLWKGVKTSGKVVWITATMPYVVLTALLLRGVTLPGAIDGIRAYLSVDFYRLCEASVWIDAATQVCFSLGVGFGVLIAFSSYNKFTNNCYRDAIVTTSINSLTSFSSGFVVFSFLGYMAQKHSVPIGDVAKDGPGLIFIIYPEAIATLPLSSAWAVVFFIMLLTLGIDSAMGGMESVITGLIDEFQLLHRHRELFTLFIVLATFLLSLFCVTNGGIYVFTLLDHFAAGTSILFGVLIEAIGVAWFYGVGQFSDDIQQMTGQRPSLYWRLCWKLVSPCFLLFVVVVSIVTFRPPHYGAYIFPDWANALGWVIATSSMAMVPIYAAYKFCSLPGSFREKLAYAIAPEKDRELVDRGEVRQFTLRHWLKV
E coli WT exp = growth inhibitors of E. coli BW25113 wild type | OD600 absorbance | growth inhibition, % at 100 µM | actives 0.15% (n = 98,000);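 active means growth inhibition above about 50% at one test dose, limit read from the data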;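 further: growth measured after 20 h incubation at 37 °C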
sEH inhibitor = blocks human soluble epoxide hydrolase activity; recombinant human sEH enzymatic activity assay; inhibition, % at 2 µM; actives 0.34% (n = 91,000); in the data active means inhibition above about 80%; further: values of inactives mirror those of a sister screen read the other way; many of its hits are not listed in these tables
VCAM1 TNFa inh = reduces TNF alpha induced VCAM1 expression in HUVEC | HUVEC TNFa-induced VCAM-1 immunofluorescence, high-content imaging | AID 802 | actives 0.48% (n = 95,000) | inhibition, % at 2 µM;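 active means inhibition above the batch mean plus 3 SD, with images confirmed as a hit by eye, cut at about 37% in these data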;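 further: 0% = TNF-stimulated DMSO wells and 100% = unstimulated control wells; not every result past the cut was called active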
PLK1 PBD inh = inhibitors of human Plk1 polo box domain binding | Plk1 PBD phosphopeptide binding, fluorescence polarization | P53350 | inhibition, %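 (tested at about 20 µM)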 | actives 0.13% (n = 97,000); in the data active means inhibition above about 34%, passing the limit was not always enough
* = called active by the depositor; x = not tested or not shown.

# | Molecule | DAT uptake mod | HUVEC tox IL1B | F-actin modifier | HUVEC tox TNFa | E coli WT exp | sEH inhibitor | PLK1 kinase inh | VCAM1 TNFa inh | PLK1 PBD inh
1 | CC(O)CN(CCC(N)=O)CCC(N)=O (stereo unspecified) | -0.195 | -39.2 | 11.6 | -8.8 | 2.0 | 8.5 | -7.0 | 11.9 | 4.2
2 | O=C(CSc1ccc2nnc(-c3ccccc3)n2n1)NCc1ccc2c(c1)OCO2 | x | -3.9 | -1.1 | -18.4 | -6.0 | 6.9 | 0.5 | -3.1 | -12.6
3 | O=S(=O)(NCCc1csc(-c2ccc(C(F)(F)F)cc2)n1)c1ccc2c(c1)OCCO2 | 0.0881 | -4.8 | -7.1 | -32.1 | -22.0 | -2.6 | 9.0 | 2.3 | -17.4
4 | CCc1ccc(O)c(N=Cc2ccccc2O)c1 | -0.0561 | -68.6 | x | -36.0 | 0.0 | -7.2 | -14.8 | 29.9 | 13.7
5 | Oc1c(N=Nc2ccccn2)ccc2ccccc12 | 0.573 | -1.7 | -22.7 | -6.1 | 7.0 | -7.0 | 13.2 | -4.8 | -34.9
6 | C=CCn1c(SCC(C)=O)nnc1-c1cc(-c2ccccc2)sc1N | 1.29 | -2.1 | 0.9 | -8.8 | x | -2.5 | -9.3 | -2.4 | -11.1
7 | O=C(Nc1cccc(-c2cn3ccsc3n2)c1)c1ccccc1 | 1.4 | -33.3 | 4.8 | -10.3 | -5.0 | x | 3.9 | 6.7 | 7.2
8 | O=C(O)CCc1ccc(-c2cccs2)n1-c1ccc(C(=O)O)cc1 | 0.268 | x | x | x | 4.0 | x | 95.9* | x | -24.5
9 | CCOC(=O)CCn1nc(-c2ccc(Cl)cc2)cc1N | 0.409 | 5.9 | x | -3.2 | 5.0 | -5.4 | -3.5 | 12.7 | 8.8
10 | O=C(CN1CCOCC1)Nc1c(-c2ccccc2)c2cc(Br)ccc2[nH]c1=O | 1.21 | 7.6 | 12.9 | 6.2 | -5.0 | -2.8 | -7.7 | 11.4 | 1.4
11 | O=C(O)C1CCCCC1C(=O)Nc1ccccc1Cl (stereo unspecified) | -1.39 | 5.5 | -26.4 | 14.5 | 0.0 | -7.1 | -10.8 | 10.6 | 31.8
12 | Cc1cc(C)c2c3c(cn2n1)c(=O)n(C)c(=O)n3C | -1.08 | -30.9 | -7.8 | -26.9 | x | 8.5 | -9.1 | 0.6 | 8.7
13 | CCc1c(C)nc(SCC(=O)CC(=O)OC(C)C)c(C#N)c1C | 2.21 | x | x | x | 4.0 | 1.3 | -5.3 | x | 2.0
14 | CCOC(=O)c1c(NC(=O)CSc2nnc(C)s2)sc2c1CCN(C)C2 | 1.13 | -10.1 | -1.3 | -32.3 | -2.0 | 5.2 | 2.0 | -0.3 | -0.5
15 | COc1cccc(C(=O)OCCN(C)C(C)(C)C)c1 | x | 5.2 | -9.1 | -37.2 | -6.0 | -10.3 | -10.7 | -36.5 | 16.6
16 | C=CCNC(=O)c1c2c(nc3ccccc13)-c1ccccc1CC2 | -1.32 | -3.3 | -29.3 | -22.5 | -6.0 | 4.8 | -9.8 | -14.5 | -37.1
17 | CN1/C(=C/C=N/n2cnnc2)C(C)(C)c2ccccc21 | 1.94 | -26.8 | 8.7 | -9.4 | 0.0 | -5.3 | -11.6 | 7.3 | 4.7
18 | O=[N+]([O-])/C=C/c1cn(Cc2ccccc2)c2ccccc12 | 0.107 | 7.5 | -26.1 | 19.9 | -13.0 | -2.8 | -7.5 | -12.8 | 33.9
19 | O=S1(=O)C=C(Oc2ccc3ccccc3c2)c2ccccc21 | -1.51 | -2.7 | -9.6 | -14.2 | -9.0 | -0.7 | 2.8 | 13.0 | 40.2
20 | O=C(NC(=S)Nc1ccccc1Cl)c1csnn1 | -0.956 | 19.0 | -0.2 | -19.4 | -4.0 | -10.5 | -2.2 | -9.7 | -20.7
21 | O=C1c2ccccc2C(=O)N1CC1CCCO1 (stereo unspecified) | 0.021 | -18.6 | 6.3 | -8.6 | 2.0 | 1.5 | -6.4 | 6.8 | -8.0
22 | Cc1cccc(C(C)C)c1NC(=O)c1cccnc1 | -1.56 | -5.4 | -11.4 | -2.9 | -10.0 | 21.9 | -11.1 | -16.3 | 9.8
23 | O=C(CSc1ncnc2c1oc1ccccc12)Nc1cccc(Cl)c1 | -0.739 | 13.5 | 13.0 | -0.9 | -15.0 | 34.1 | -434.2 | 1.9 | 3.7
24 | N=C1C(c2nc3ccccc3[nH]2)=C(O)CN1c1ccc(F)cc1 | -0.934 | -18.2 | x | -6.0 | 0.0 | -17.0 | -8.9 | 5.1 | -20.2
25 | OC(COc1ccccc1)Cn1cc(Br)cn1 (stereo unspecified) | 0.0273 | -29.5 | -0.1 | -4.1 | 3.0 | -4.8 | -0.4 | -12.5 | -28.9
26 | CC(C)=C(NC(=O)c1ccco1)C(=O)NCCc1nc2ccccc2[nH]1 | -0.632 | -25.0 | 4.2 | -41.7 | 9.0 | x | 3.2 | 15.5 | -1.2
27 | CC1CCCC(C(=O)OCc2ccccc2)N1 (stereo unspecified) | -0.0643 | -2.2 | 16.0 | -13.5 | 5.0 | -9.7 | -20.3 | -11.1 | 6.6
28 | CC(=O)N=C1SC2CS(=O)(=O)CC2N1c1c(Cl)cccc1Cl (stereo unspecified) | -0.34 | 20.8 | -29.0 | 21.9 | 0.0 | 3.1 | -1.3 | 23.9 | -2.0
29 | CCCCn1c(SCC(N)=O)nc2ccc(N3CCOCC3)cc2c1=O | 0.424 | -35.5 | 26.5 | -32.8 | 2.0 | 4.0 | -17.8 | 19.1 | 9.9
30 | Cc1cc(C(=O)Nc2c(C)nn(Cc3ccccc3Cl)c2C)no1 | 0.0734 | -3.1 | -13.7 | -25.3 | 9.0 | 2.1 | -4.2 | 12.4 | -8.4
31 | COc1cc(OC)cc(C(=O)NCCNC(=O)c2ccccc2)c1 | 0.249 | -1.5 | 2.2 | -17.9 | 5.0 | 2.6 | -7.1 | -3.0 | -41.2
32 | COC(=O)c1ccc(NC(=O)c2ccc(CN3CCOCC3)cc2)cc1 | -0.00206 | -19.8 | 17.6 | -42.3 | 4.0 | 5.1 | -2.4 | 20.0 | -6.3
33 | Cc1ccc(C2N(c3ccc(F)cc3)C(=O)C3CCCN32)cc1 (stereo unspecified) | 0.42 | 3.7 | -6.2 | 0.8 | 5.0 | -9.8 | -19.3 | 0.4 | -0.3
34 | CCSc1nnc(NC(=O)C(Cc2ccccc2)n2cccc2)s1 (stereo unspecified) | -0.003 | 7.3 | -13.8 | -10.1 | -3.0 | 4.1 | -1.4 | 3.6 | -0.1
35 | Cc1ccc(NC(=O)Cn2nc(C)c3ccccc3c2=O)c(C)c1 | -0.505 | 32.2 | -53.3 | 6.5 | 1.0 | -9.9 | -19.4 | -11.8 | -4.8
36 | O=C(O)C1CCN(C(=O)c2ccccc2C(=O)N2CCC(C(=O)O)CC2)CC1 | 0.0173 | 0.5 | x | -20.6 | -9.0 | 7.5 | -6.6 | 7.1 | 6.2
37 | CCOC(=O)c1c(NC(=O)CSc2nnc(-c3ccccc3)o2)sc(C(C)=O)c1C | 0 | -9.1 | 8.2 | -10.8 | -22.0 | 6.3 | -10.1 | 17.7 | -3.2
38 | O=C(C1CCCN(S(=O)(=O)c2cccc3cccnc23)C1)N1CCc2ccccc21 (stereo unspecified) | 1.9 | 4.3 | 10.0 | -24.9 | 1.0 | x | -21.2 | 10.5 | 16.9
39 | CCCCOc1cccc(OCCCC)c1C(=O)Nc1cc(C)on1 | 0.112 | -0.4 | 11.4 | -11.2 | -5.0 | -9.8 | -6.3 | -0.3 | -3.1
40 | COC(=O)c1ccc(C2C3=C(Nc4nnnn42)c2ccccc2OC3)cc1 (stereo unspecified) | x | 3.1 | -25.5 | -4.2 | -7.0 | -16.3 | -3.1 | -3.5 | 34.4
41 | Cc1ccc(CCC(=O)Nc2nccs2)o1 | -0.0169 | 4.6 | 40.2 | 0.8 | 10.0 | 0.1 | -6.5 | 8.3 | -8.8
42 | Cc1ccc(-n2cnc3c(sc4nccc(N(C)C)c43)c2=O)cc1 | -0.0581 | 3.4 | -1.1 | -25.9 | -12.0 | -14.1 | -6.7 | 13.6 | 9.2
43 | CCNc1nc2ccccc2[nH]1 | -0.0403 | 9.1 | 4.6 | -15.5 | 1.0 | 1.3 | -12.0 | 12.7 | -11.5
44 | O=C(O)CCc1ncc(C(F)(F)F)cc1Cl | -1.46 | 9.8 | 12.7 | -4.2 | -3.0 | 5.4 | -10.7 | -9.2 | 4.4
45 | Cc1cccc(-c2nnc(SCC#N)n2-c2cccc(Cl)c2)c1 | 0.209 | -6.5 | -44.1 | -2.7 | -4.0 | 10.9 | 8.4 | -16.5 | -9.7
46 | CCCCS(=O)(=O)NC1=NCN(CC)CN1 | -0.224 | -9.6 | -13.8 | -44.6 | 7.0 | -6.0 | -16.3 | 8.1 | -2.7
47 | CCOCCCNC(=O)c1ccccc1SC | 0.102 | -14.4 | -15.4 | -47.5 | -3.0 | 1.5 | -5.6 | -19.9 | -14.3
48 | CCOC(=O)C1(C)NC(c2cc(OC)c(OC)c(OC)c2)C2C(=O)N(CC)C(=O)C21 (stereo unspecified) | -0.764 | -23.7 | -6.0 | -12.5 | 2.0 | 7.1 | -10.2 | -1.2 | 11.7
49 | COc1cccc(C(=O)NC2CCN(CC(=O)NCc3ccccc3OC)CC2)c1 | -0.945 | -16.1 | -17.9 | -4.6 | -2.0 | 7.1 | -10.4 | -5.7 | 1.6
50 | O=C(C1CCN(C2CC(=O)N(Cc3ccccc3)C2=O)CC1)N1CCCCCC1 (stereo unspecified) | -0.0194 | -49.1 | -8.1 | x | 5.0 | -2.9 | -14.0 | 5.2 | -13.8
51 | Cc1cc(C)nc(N(C#N)CC(=O)N(c2ccccc2)C(C)C)n1 | 0.795 | -6.8 | 6.7 | -24.9 | -3.0 | -7.4 | -0.2 | -4.7 | 19.4
52 | Cc1cc(-c2cccs2)c2c(n1)sc1c(=O)[nH]c(=O)[nH]c12 | 0.517 | -9.7 | 3.0 | -23.1 | -4.0 | 5.7 | -9.7 | -27.6 | -19.6
53 | COc1ccc(C(c2nnnn2Cc2ccccc2)N2CCN(c3nc4ccccc4s3)CC2)cc1OC (stereo unspecified) | 2.41 | -31.4 | -14.2 | -18.3 | x | 3.2 | -13.8 | 6.0 | 10.8
54 | Cc1cc(=O)[nH]c(-n2nc(C)cc2C)n1 | -0.867 | 3.9 | -4.0 | -24.1 | 57.0* | 3.3 | 0.8 | 9.8 | 4.3
55 | Cc1ccc2ncnc(Nc3ccc(C)c(C)c3)c2c1 | 0.391 | -20.0 | x | -19.7 | 7.0 | -0.4 | 9.5 | 9.7 | -22.6
56 | COC(=O)Cc1c(C)nc2nc(NCc3ccccc3OC)[nH]n2c1=O | -0.119 | 7.9 | 6.8 | -1.8 | 0.0 | -15.6 | -11.3 | 12.0 | -37.6
57 | O=C(c1ccco1)c1cc2c(ccc3ccccc32)oc1=O | -0.157 | -6.4 | -3.3 | 10.1 | -5.0 | 4.2 | -14.9 | -1.0 | 22.9
58 | O=S(Cc1ccc(Br)cc1)Cc1nnc(SCc2ccc(Cl)cc2)n1-c1ccccc1 (stereo unspecified) | -0.465 | 15.2 | -9.6 | -17.7 | -14.0 | -1.5 | -13.4 | -9.3 | -13.9
59 | Cc1c(C)c2cc(Cl)c(OCc3nn[nH]n3)cc2oc1=O | -1.56 | -0.3 | 12.9 | -3.7 | 0.0 | -9.0 | 3.6 | 14.2 | -13.7

Some of these compounds in order of the F-actin modifier value, descending:
entry	smiles	DAT uptake mod	F-actin modifier	sEH inhibitor	PLK1 kinase inh	VCAM1 TNFa inh	PLK1 PBD inh
1	CC(O)CN(CCC(N)=O)CCC(N)=O (stereo unspecified)	-0.195	11.6	8.5	-7.0	11.9	4.2
14	CCOC(=O)c1c(NC(=O)CSc2nnc(C)s2)sc2c1CCN(C)C2	1.13	-1.3	5.2	2.0	-0.3	-0.5
5	Oc1c(N=Nc2ccccn2)ccc2ccccc12	0.573	-22.7	-7.0	13.2	-4.8	-34.9

Source: PubChem (several laboratories)
